Screening results (PubChem)
SRC2 TRFRET art: counter-screen for PPARgamma SRC-2 recruitment agonists: TR-FRET artefact; 200,000 tested, 0.4% active; TR-FRET ratio at 8 µM; AID 1049; stronger effect = higher value; in the data active means TR-FRET ratio above about 2000; further: inactives centre near 1500; reference of the scale not given here
bIAP act: increases bovine intestinal alkaline phosphatase activity; activation factor at 20 µM; purified bovine IAP, CDP-star luminescence, 30 min; stronger effect = higher value; fold of DMSO-control signal, blank-subtracted; 200,000 tested, 0.17% active; AID 1016;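 active means activation factor of 2 or more at 20 µM, a signal rise over negative controls twice the positive control's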
ROMK mod: modulators of human ROMK potassium channel | Tet-inducible ROMK, thallium flux fluorescence; actives lie on both sides | B-score at 10 µM | 130,000 tested, 2% active | P48048;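 active means signal ratio slope over the read window, or its plate-corrected B-score, at least 3 SD from the plate mean, either direction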;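 further: B-score of the F/F0 ratio slope over 7 to 12 s after thallium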
Redox H2O2 prof: compounds producing H2O2 with reducing agent – biochemical, NIH compound library profiling, artefact control for MLSCN library redox annotation, primary screen. DTT-dependent redox cycling H2O2, phenol red/HRP absorbance; 100% = 100 µM peroxide control, 0% = buffer. activation, % at 10 µM. 200,000 tested, 0.03% active. AID 878;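 active means activation of at least 50% relative to the plate's high and low controls in the primary single-dose screen; inactive means activation below 50%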;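 further: compound incubated with DTT at 0.8 mM final as the reducing agent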
Lmaj promast: Leishmania major promastigote growth inhibition; Leishmania major promastigotes, resazurin fluorescence viability; inhibition, % at 10 µM; 200,000 tested, 9% active; AID 1063; in the data active means inhibition above about 50%;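 further: promastigotes grown with compound for 44 hours at 28 °C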
S1P3 antag: blocks the human S1P3 receptor | AID 485 | inhibition, % at 4.98 µM | CHO S1P3 NFAT-BLA reporter, FRET fluorescence, antagonist mode | 170,000 tested, 0.27% active | Q99500;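 active means inhibition above the plate cutoff, the mean inhibition of test wells on that plate plus 3 SD, cut at about 28% in these data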;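 further: cells challenged with S1P at its EC80 of 0.8 µM; blue over green emission ratio from cleaved BLA substrate after 4 h stimulation; 0% = S1P-stimulated wells and 100% = unstimulated DMSO-only wells; some compounds past the cut are filed as inactive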
bIAP inhibitor: blocks bovine intestinal alkaline phosphatase activity | inhibition, % at 20 µM | 190,000 tested, under 10 active | purified bovine IAP, CDP-star luminescence, 30 min;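 active means over 50% inhibition of intestinal alkaline phosphatase at 20 µM in the single-dose screen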
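System: purified bovine intestinal alkaline phosphatase (IAP) enzyme; Input: IAP diluted 1/65,000,000 in the well; Measured by: CDP-star luminescence signal; Compound dosing: 20 µM single dose; Incubation: 30 min reaction at room temperature.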
TLR4 MyD88 comp: blocks binding of human TLR4 to MyD88. 200,000 tested, 0.18% active. O00206+Q99836. inhibition, % at 8.4 µM. AID 861. HeLa CL3-4 TLR4/MyD88 BLA complementation, FRET ratio; in the data active means inhibition above about 25%;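 further: 0% = vehicle and 100% = reference inhibitor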
Target sequence (O00206 whole entry, looked up): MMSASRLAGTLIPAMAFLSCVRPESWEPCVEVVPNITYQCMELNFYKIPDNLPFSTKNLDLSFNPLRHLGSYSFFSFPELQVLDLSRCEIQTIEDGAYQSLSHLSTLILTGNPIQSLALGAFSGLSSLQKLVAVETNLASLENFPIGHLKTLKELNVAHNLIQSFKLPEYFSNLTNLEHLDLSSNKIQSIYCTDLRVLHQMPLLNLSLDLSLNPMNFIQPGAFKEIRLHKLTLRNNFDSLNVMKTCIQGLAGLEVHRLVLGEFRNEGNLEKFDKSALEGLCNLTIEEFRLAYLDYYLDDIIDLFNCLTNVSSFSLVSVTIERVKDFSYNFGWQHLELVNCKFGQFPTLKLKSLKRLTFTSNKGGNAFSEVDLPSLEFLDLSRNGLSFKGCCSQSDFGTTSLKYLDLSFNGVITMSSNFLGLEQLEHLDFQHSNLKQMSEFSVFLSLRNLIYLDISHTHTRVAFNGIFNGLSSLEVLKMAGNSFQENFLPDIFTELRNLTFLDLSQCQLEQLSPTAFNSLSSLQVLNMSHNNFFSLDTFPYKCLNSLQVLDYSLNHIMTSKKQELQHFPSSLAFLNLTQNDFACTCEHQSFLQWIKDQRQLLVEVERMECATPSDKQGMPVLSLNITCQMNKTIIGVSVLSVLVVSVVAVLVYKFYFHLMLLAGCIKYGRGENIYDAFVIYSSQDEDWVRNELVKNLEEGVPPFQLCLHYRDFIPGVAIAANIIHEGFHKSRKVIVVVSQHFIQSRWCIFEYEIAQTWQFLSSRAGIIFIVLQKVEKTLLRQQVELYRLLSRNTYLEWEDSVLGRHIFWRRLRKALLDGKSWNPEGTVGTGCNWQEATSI
Target sequence (Q99836 whole entry, looked up): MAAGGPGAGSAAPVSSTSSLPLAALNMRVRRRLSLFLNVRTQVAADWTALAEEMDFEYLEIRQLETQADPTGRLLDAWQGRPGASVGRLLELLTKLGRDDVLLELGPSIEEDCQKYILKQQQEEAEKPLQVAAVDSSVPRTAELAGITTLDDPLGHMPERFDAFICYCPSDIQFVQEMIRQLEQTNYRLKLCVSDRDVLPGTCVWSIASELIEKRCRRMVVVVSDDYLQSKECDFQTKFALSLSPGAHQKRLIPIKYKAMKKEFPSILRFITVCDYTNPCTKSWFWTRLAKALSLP
PPARg SRC1 recr: agonists of human PPARgamma SRC-1 coactivator recruitment; AID 631; 200,000 tested, 0.41% active; P37231; PPARgamma-SRC-1 coactivator recruitment biochemical assay; activation, % at 8 µM; in the data active means activation above about 19%;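 further: 0% = DMSO and 100% = reference agonist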
PPARg SRC-3 ag: promotes SRC-3 coactivator recruitment by human PPARgamma; P37231; biochemical PPARgamma/SRC-3 coactivator recruitment assay; activation, % at 8 µM; 200,000 tested, 0.26% active; in the data active means activation above about 23%;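 further: 0% = DMSO and 100% = reference agonist; some compounds past the cut are filed as inactive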
PPARg SRC-2 ag: promotes SRC-2 coactivator recruitment by human PPARgamma; AID 1032; 200,000 tested, 0.34% active; activation, % at 8 µM; P37231; PPARgamma LBD-SRC-2 recruitment, biochemical; in the data active means activation above about 22%;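 further: 0% = vehicle and 100% = reference agonist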
* = called active by the depositor; . = no result given. Compounds as they come; overall some 11% were active at least once.

SMILES	SRC2 TRFRET art	bIAP act	ROMK mod	Redox H2O2 prof	Lmaj promast	S1P3 antag	bIAP inhibitor	TLR4 MyD88 comp	PPARg SRC1 recr	PPARg SRC-3 ag	PPARg SRC-2 ag
O=C(NC(=S)Nc1ccc(S(=O)(=O)NC2CCCCC2)cc1)c1cccs1	1626	0.6	.	0.3	15	22	44	3	2	-4	-6
C/C(Cn1nnc2ccccc21)=N\OC(=O)c1ccccc1C	1636	1.1	-0.0036	-0.3	2	12	-6	-15	-4	-3	7
Cc1ccc2c(c1)sc1nc(=O)n(-c3ccc(Cl)c(Cl)c3)c(=O)n12	1536	0.8	.	-3.2	6	.	22	-19	-3	-2	-1
Cc1ccc(-c2n[nH]c(=S)n2/N=C/c2ccc(C)s2)cc1	1716	0.9	.	0.8	37	.	14	0	-2	2	9
O=C1CCCc2c1sc1nc3n(c(=O)c21)CCCCC3	1456	0.9	.	-1.6	2	.	9	-1	2	-2	-1
O=C(NCc1ccco1)c1cnccn1	1477	0.9	0.028	0.9	1	-31	8	-13	-3	9	0
Cn1cccc1Cc1nnc(SCC(=O)N2CCCCCC2)n1CCc1ccccc1	1739	1.1	.	-2.1	-1	-17	-7	-2	9	16	9
CC12CCC(C(=O)N3CCN(Cc4ccccc4)CC3)(OC1=O)C2(C)C (stereo not given)	1633	1	0.87	0.0	-3	17	3	2	2	-10	-3
CN1CCN(C2=Cc3ccc(Cl)cc3Sc3ccc(F)cc32)CC1	1476	1	0.25	0.3	95*	.	3	-8	-2	9	1
Cc1ccc(Oc2ccc(NC(=O)CSc3n[nH]c(N)n3)cc2)cc1	1370	1	-0.85	.	59*	6	-4	10	-8	-1	0
C=CCOc1ccc(Br)cc1CNC(C)(C)CO	1528	1.1	.	0.6	2	-6	-9	6	1	1	5
CCSc1nnc(NC(=O)[C@@H](NC(=O)c2cccc(C)c2)C(C)C)s1	1567	0.8	.	0.7	1	0	20	-2	0	0	-2
CCOC(=O)c1sc2nc(SC)nc(-c3ccccc3)c2c1N	1417	1	-0.18	2.6	-2	.	5	-5	5	5	-6
COc1ccc(/C=C(/C(=O)Nc2ccccc2C(=O)NC(C)C)c2ccccc2)cc1	1648	0.9	.	2.4	31	.	8	1	2	11	7
Fc1ccccc1/C=C1\CCCC2=C1Nc1ncnn1C2c1ccccc1F (stereo not given)	1587	1	-1.6	0.4	99*	.	4	-8	-1	-2	0
O=C(c1ccc(F)cc1)c1c[nH]c(C(=O)NCc2cccnc2)c1	1559	0.9	.	-3.1	1	.	12	-4	-4	9	3
Cc1ccc(C2(c3noc(CN4C[C@@H](C)O[C@@H](C)C4)n3)CCCC2)cc1	1518	1	.	-1.5	12	-2	-1	2	8	4	0
CC(=O)C1=C(C)NC2=C(C(=O)c3ccccc32)C1c1ccccc1 (stereo not given)	1701	1	-0.83	-0.3	20	-3	-2	-2	7	5	5
CCCCCSc1nnc2c(n1)OC(c1cccn1C)N(C(C)=O)c1ccccc1-2 (stereo not given)	1457	1	.	-0.1	-5	0	3	9	-4	7	-1
CN(C)c1ccc(C(=S)N2CCCCC2)cc1	1554	1	-0.035	-0.8	2	5	4	-14	1	3	3
CCN(Cc1ccccc1)C(=O)CCCOc1ccccc1	1414	1	-1.8	0.0	9	-19	1	4	1	-5	5
Cc1ncc([N+](=O)[O-])n1CC(=O)N/N=C/c1ccccc1F	1441	0.9	0.97	-1.8	-7	7	10	-6	1	3	4
CC1CN(c2nc3ccccc3cc2-c2ccccc2)CC(C)O1 (stereo not given)	1580	1.1	.	0.0	38	-8	-12	-4	-1	0	-8
CCn1c(Cc2ccccc2)nnc1SCC(=O)Nc1nc2ccccc2s1	1760	0.9	-0.81	0.3	-3	28	9	-10	4	11	-4
Cc1cc(C)nc(N2CCC(C(=O)NCC3CCCCC3)CC2)n1	1539	0.9	-0.64	0.8	-5	0	13	-3	3	5	3
COc1ccc(-n2c(C)cc(C(=O)CSc3nn4c(=O)c(C(C)(C)C)nnc4s3)c2C)cc1	1845	0.9	0.47	0.3	64*	10	13	-4	7	12	10
C#CCOc1ccc(/C=N/NC(=O)c2cccnc2)cc1OCC	1490	1.1	0.79	-1.2	-6	-1	-6	-9	7	1	8
Cc1ccc(C)c(NC2=C(Cl)C(=O)OC2OC(=O)c2ccco2)c1 (stereo not given)	1591	1	0.25	0.2	15	.	4	-9	5	6	9
CCCc1noc(-c2ccc(-c3ccccc3)cc2)n1	1614	0.9	.	5.0	-8	-21	12	-5	1	-9	1
COc1ccc(C)cc1-n1c(C)cc(C=O)c1C	1669	1.3	-0.3	-0.3	2	-4	-26	5	-1	0	4
CC(Cc1cccs1)NC(=O)c1cccs1 (stereo not given)	1708	1	0.094	-0.2	-4	12	3	-2	2	6	13
Cc1ccc(C)c(NC(=O)C2C(c3ccccc3)C2(Cl)Cl)c1 (stereo not given)	1627	0.9	0.59	-5.0	42	.	14	8	8	12	9
O=C(CO/N=C/c1ccccc1OC(F)F)NC1CCCCC1	1327	0.5	-0.14	-0.2	3	1	47	-6	0	-4	-1
Cc1nc(SCCC(=O)O)c2ccccc2n1	1443	0.9	1	0.9	-9	-6	6	-7	3	-2	8
Cc1ccc(NC(=O)CN2C(=O)N/C(=C/c3ccc(C)s3)C2=O)cc1	1538	0.9	.	0.7	-1	-10	9	7	-4	0	-5
Cc1ccc2cc(CN(CCN3CCOCC3)Cc3nnnn3Cc3ccco3)c(=O)[nH]c2c1C	1737	1	.	0.9	-3	-35	-1	5	6	15	13
CCC(=O)c1c[nH]c(C(=O)NCCCN2CCOCC2)c1	1525	0.9	.	2.8	-6	.	7	11	2	0	-10
COc1ccccc1C(=O)NNC(=O)CCCN1C(=O)/C(=C/c2cccs2)SC1=S	1465	1.1	.	0.5	4	-27	-10	-7	6	1	2
C1CC1Cc1noc(CN2CCN(C3C4CC5CC(C4)CC3C5)CC2)n1 (stereo not given)	1534	1	-0.34	-1.0	6	3	0	8	-8	-3	-5
O=C1CSC(c2ccccc2[N+](=O)[O-])N1c1cccc(F)c1 (stereo not given)	1436	1.1	-0.0094	-1.1	5	2	-9	-3	8	6	2
COc1ccc(CCC(=O)NC(C)C)cc1	1390	0.9	.	-0.1	3	1	9	-10	-5	-1	-4
NC(=O)C1CCN(c2nc(-c3ccc(Br)cc3)cs2)CC1	1717	1	0.49	-0.2	-4	0	-2	8	7	-3	0
Cc1ccc(C)c(-n2c(N)c(C(N)=O)sc2=S)c1	1800	.	0.097	1.9	6	-22	.	17	8	8	-4
O=C(O)c1cc(N2C(=O)C3C4C=CC(C4)C3C2=O)ccc1N1CCOCC1 (stereo not given)	1498	1	0.17	-0.2	-4	7	0	-3	9	6	7
CC(C)(C)n1nnnc1C(c1cccs1)N(Cc1cccnc1)Cc1ccccc1Cl (stereo not given)	1687	1.2	.	0.3	100*	.	-22	4	-2	6	-3
CC(=O)Nc1cccc(C(=O)NC(C)c2ccc(S(N)(=O)=O)cc2)c1 (stereo not given)	1487	0.9	0.061	0.2	-1	.	15	3	6	6	20
O=C(NCCc1ccccc1)c1ccccc1NC(=O)C1CCCCC1C(=O)O (stereo not given)	1705	1	-0.093	0.4	-6	-11	-4	-18	10	0	6
CCn1cc(CNC(=O)C2C3CCC(C3)C2C(=O)O)cn1 (stereo not given)	1448	1.1	0.27	1.5	12	-12	-8	-5	3	-7	-15
CCCC(=O)NCCc1cc2c(C)ccc(C)c2[nH]c1=O	1442	0.9	.	-0.5	-1	-27	6	6	2	5	9
COc1ccc(CCNCC(=O)N2C(C)CCCC2C)cc1OC (stereo not given)	1679	1.1	-0.052	-1.0	-7	-13	-13	-3	2	6	6
COC(=O)c1ccc(C(=O)NC(=S)Nc2nc3c(s2)CCCC3)cc1	1587	0.5	.	0.2	-5	4	.	-4	9	5	8
COC(=O)C(C)Sc1ccc2nnc(-c3cccc(F)c3)n2n1 (stereo not given)	1713	1	.	-1.4	-3	1	1	2	-2	2	3
CC1(c2ccccc2)NC(=O)N(CC(=O)NCCC2=CCCCC2)C1=O (stereo not given)	1705	1	.	-4.8	3	.	-1	3	6	-10	11
c1ccc(-c2cnn3nnnc3n2)cc1	1711	1	0.27	-0.7	-1	.	2	0	-6	-3	6
CCOc1ccc(N=C(/C(C(=O)C(=O)N2CCOCC2)=C(\O)c2ccccc2)c2ccccc2)cc1	1537	0.9	0.43	-0.7	-10	7	7	18	12	0	3
COc1cccc(OC)c1OCCN1CCN(C(=O)c2ccco2)CC1	1470	1	0.35	0.8	2	.	-3	-5	-4	-5	-3
OCCCc1nc2ccccc2n1CCc1ccccc1	1397	0.9	0.38	2.9	30	.	8	11	-6	-7	4
OCCCc1nc2n(n1)C(c1cccs1)C=C(c1ccccc1)N2 (stereo not given)	1558	1.1	.	-1.1	1	9	-8	24	3	-13	1
CCCCOC(=O)C(C)Oc1ccc(=O)n(-c2ccccc2)n1 (stereo not given)	1468	1	.	-0.9	2	-37	-1	3	4	3	2
CC(Oc1ccccc1F)C(=O)Nc1ccc2ccccc2c1 (stereo not given)	1722	1.1	.	-0.9	-1	.	-11	-6	5	9	1
The listing continues:
SMILES	SRC2 TRFRET art	bIAP act	ROMK mod	Redox H2O2 prof	Lmaj promast	S1P3 antag	bIAP inhibitor	TLR4 MyD88 comp	PPARg SRC1 recr	PPARg SRC-3 ag	PPARg SRC-2 ag
CCOC(=O)c1c(C)oc2c1c(C=NCC1CCCO1)c(O)c1ccccc12 (stereo not given)	1442	1	-0.049	-3.0	98*	-63	3	0	1	-4	0
Cc1ccc(N2CC(=O)N(CC(=O)O)C2=O)cc1	1542	0.8	.	-0.8	-4	-10	18	-13	-9	-3	-1
FC(F)Oc1ccccc1NC(=S)NCc1ccco1	1328	0.9	0.038	1.4	7	.	10	2	-3	4	4
O=C(C[n+]1cn(C(F)F)c2ccccc21)c1ccc(Br)cc1	1482	1	.	0.7	8	-9	0	-1	-1	-1	-1
COCCNC(=O)c1ccccc1NC(=O)CCSc1ccccc1	1332	0.9	-1.3	-0.3	-6	-2	7	-1	-3	-2	-4
Cc1ccc(-n2c(=O)cc(NCc3cccnc3)[nH]c2=O)cc1	1765	0.9	.	0.3	-1	.	9	-6	9	14	0
CCOC(=O)c1c(C)n(-c2ccc(C)cc2)c2ccc(OCC(O)CNCCCO)cc12 (stereo not given)	1460	2*	-3.6*	-0.1	80*	2	-99	-11	-1	-1	-5

Complete entries, quoted from the list. Values in the order: SRC2 TRFRET art, bIAP act, ROMK mod, Redox H2O2 prof, Lmaj promast, S1P3 antag, bIAP inhibitor, TLR4 MyD88 comp, PPARg SRC1 recr, PPARg SRC-3 ag, PPARg SRC-2 ag
Cc1ccc(-n2c(=O)cc(NCc3cccnc3)[nH]c2=O)cc1 in the list: 1765, 0.9, ., 0.3, -1, ., 9, -6, 9, 14, 0
COCCNC(=O)c1ccccc1NC(=O)CCSc1ccccc1 in the list: 1332, 0.9, -1.3, -0.3, -6, -2, 7, -1, -3, -2, -4
O=C(C[n+]1cn(C(F)F)c2ccccc21)c1ccc(Br)cc1 in the list: 1482, 1, ., 0.7, 8, -9, 0, -1, -1, -1, -1
Cc1ccc(N2CC(=O)N(CC(=O)O)C2=O)cc1 in the list: 1542, 0.8, ., -0.8, -4, -10, 18, -13, -9, -3, -1
